TAAR1 antag = antagonists of human TAAR1. Q96RJ0. CHO RD-HGA16 TAAR1, Fluo-8 calcium fluorescence, antagonist. inhibition, % at 3 µM. hit rate 1.5% among 360,000;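 active = inhibition above a per-plate cutoff, the mean inhibition of test compounds on that plate plus 3 SD, cut at about 49% in these data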;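 also: 0% = DMSO plus EC80 beta-PEA response and 100% = DMSO alone without agonist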
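Test system: hTAAR1-expressing CHO RD-HGA16 cells, Gα16-coupled; Probe or stimulus: EC80 β-phenethylamine stimulus; Compound dosing: single nominal final test compound concentration of 3 µM; Timing: 140 s kinetic read after compound, 140 s after agonist; Signal: Fluo-8 calcium-sensitive fluorescence; Measure: % inhibition of agonist calcium response; Controls: DMSO and EC80 PEA controls.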
CHO parental Ca = counter-screen: ATP calcium response change in parental CHO cells; parental CHO-K1, ATP-induced calcium, Fluo-8 fluorescence; inhibition, % at 5.6 µM; hit rate 0.63% among 330,000; AID 463079;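 active = inhibition above that plate's mean sample inhibition plus 3 SD, cut at about 26% in these data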;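 also: 0% = ATP-challenged DMSO wells and 100% = DMSO wells without ATP; some compounds past the cut are filed as inactive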
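Assay system: parental CHO cells; Read-out basis: percent inhibition of ATP-evoked calcium rise, normalized to controls; Benchmarks: ATP and no-ATP DMSO wells; Compound dosing: single nominal dose of 5.6 µM per compound; Signal: Fluo-8 calcium dye fluorescence; Also added: ATP as calcium-mobilizing challenge; Repeats: singlicate.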
CHRM1 antagonist = antagonists of human M1 muscarinic receptor; CHO-K1 hM1, Fluo-8 calcium fluorescence, ACh EC80 antagonist; hit rate 1.3% among 360,000; AID 588852; inhibition, % at 3 µM; P11229;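 active = percent inhibition above its own plate's cutoff, namely the mean of that plate's compound wells plus 3 SD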;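 also: peak over basal fluorescence ratio during 140 s after agonist addition; 0% = ACh EC80 plus DMSO and 100% = DMSO alone without agonist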
Target sequence (P11229 whole entry, looked up): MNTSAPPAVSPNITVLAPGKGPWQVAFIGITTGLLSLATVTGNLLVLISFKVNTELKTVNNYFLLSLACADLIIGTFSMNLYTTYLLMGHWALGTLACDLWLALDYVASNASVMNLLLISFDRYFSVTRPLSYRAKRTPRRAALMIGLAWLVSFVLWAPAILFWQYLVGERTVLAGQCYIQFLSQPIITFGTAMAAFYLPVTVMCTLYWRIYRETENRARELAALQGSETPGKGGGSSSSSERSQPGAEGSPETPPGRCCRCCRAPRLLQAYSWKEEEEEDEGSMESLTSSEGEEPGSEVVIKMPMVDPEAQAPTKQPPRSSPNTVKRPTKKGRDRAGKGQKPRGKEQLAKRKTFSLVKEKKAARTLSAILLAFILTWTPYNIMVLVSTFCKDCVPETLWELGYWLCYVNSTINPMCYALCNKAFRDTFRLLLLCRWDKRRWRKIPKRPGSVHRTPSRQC
CHO-K1 Ca antag = nonselective inhibitor or artifact in parental CHO-K1 cells | inhibition, % at 3 µM | AID 602250 | ATP-induced calcium, Fluo-8 fluorescence | hit rate 0.6% among 360,000;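 active = inhibition above a per-plate cutoff, the plate's mean sample inhibition plus 3 SD, cut at about 24% in these data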;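 also: 0% = DMSO plus EC80 ATP and 100% = DMSO alone without ATP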
M1 ag parental = M1 agonist counterscreen hit in parental CHO-K1 cells. activation, % at 3 µM. AID 602248. Fluo-8 calcium fluorescence; scaled to maximal ATP response, vehicle zero. hit rate 0.48% among 360,000; in the data active = activation above about 15%;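 also: untransfected CHO-K1 host cells lacking M1 receptor as counterscreen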
OXTR potentiate = potentiates the human oxytocin receptor response. activation, % at 3 µM. AID 2445. hit rate 0.061% among 320,000. P30559. CHO-OTR cells, Fluo-8 calcium fluorescence, potentiator mode; 0% = oxytocin EC15, 100% = EC100;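 active = activation above that plate's cutoff, the mean activation of tested compounds plus 3 SD, cut at about 6.6% in these data, passing the limit was not always enough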;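 also: 100% uses oxytocin at 75 nM as the full agonist control; some results filed as inactive read as strong as hits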
Target sequence (P30559 whole entry, looked up): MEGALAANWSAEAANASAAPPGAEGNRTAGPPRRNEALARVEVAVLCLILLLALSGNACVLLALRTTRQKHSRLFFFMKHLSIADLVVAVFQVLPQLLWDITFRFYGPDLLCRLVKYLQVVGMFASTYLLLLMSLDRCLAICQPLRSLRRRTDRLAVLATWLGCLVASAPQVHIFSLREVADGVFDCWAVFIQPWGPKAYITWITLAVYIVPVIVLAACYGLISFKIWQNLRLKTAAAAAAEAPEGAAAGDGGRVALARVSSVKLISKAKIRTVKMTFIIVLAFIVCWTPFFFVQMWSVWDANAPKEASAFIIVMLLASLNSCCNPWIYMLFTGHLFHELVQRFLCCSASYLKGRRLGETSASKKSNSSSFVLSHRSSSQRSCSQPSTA
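Material: human OTR in CHO cells. Compound: 3.0 µM, one dose. Timing: compound 6 min at room temperature before oxytocin, 100 s read. Evaluation: % activation of max/min ratio relative to oxytocin controls. Replication: single well per compound, singlicate. Signal: Fluo-8 calcium dye fluorescence.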
CHRM1 agonist = activates human CHRM1 receptor | P11229 | CHO-K1 hM1, Fluo-8 calcium fluorescence, agonist mode; 0% DMSO, 100% acetylcholine EC100 | activation, % at 3 µM | hit rate 0.33% among 360,000;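 active = activation above the run's mean compound activation plus 3 SD, cut at about 16% in these data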;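 also: peak over basal fluorescence ratio within a 140 s kinetic read after compound addition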
TAAR1 agonist = agonists of human TAAR1; CHO RD-HGA16 TAAR1, Fluo-8 calcium fluorescence; vehicle wells 0%, saturating PEA agonist 100%; activation, % at 3 µM; hit rate 0.99% among 360,000; AID 624467;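 active = activation above the mean activation of all test compounds in the run plus 3 SD, cut at about 38% in these data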
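Signal – calcium-sensitive Fluo-8 signal, excitation 470-495, emission 515-575 nm · System – RD-HGA16 (CHO) cells co-expressing Gα16 and hTAAR1 · Incubation – 17-24 h seeding, 75 min 37 °C dye, 30 min RT · Compound dosing – 3 µM single concentration · Repeats – no replicates (n 1)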
M1 PAM parental = counter-screen for M1 PAMs: effect in parental CHO-K1 cells; AID 602247; activation, % at 3 µM; hit rate 0.02% among 360,000; ATP EC20, Fluo-8 calcium fluorescence; 0% at ATP EC20, 100% at ATP max;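 active = activation above the run cutoff, the mean activation of all test compounds plus 3 SD, cut at about 40% in these data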;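 also: peak over basal fluorescence ratio in a 140 s read after ATP addition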
Numbers without * were called inactive; . = not tested or not shown.

Each structure is followed by: TAAR1 antag	CHO parental Ca	CHRM1 antagonist	CHO-K1 Ca antag	M1 ag parental	OXTR potentiate	CHRM1 agonist	TAAR1 agonist	M1 PAM parental
> CN(C)C=NCCn1c(N2CCOCC2)nc2c1c(=O)n(C)c(=O)n2C
→ 7	6	0	-11	0.5	-7	-4	5	8
> COc1ccc(CCNC(=O)CN2CCN(S(=O)(=O)c3ccc(Cl)cc3)CC2)cc1OC
→ -6	-15	-2	-2	1.3	-7	-4	7	18
> Cc1c(CCOC(=O)c2cc([N+](=O)[O-])cc([N+](=O)[O-])c2)sc[n+]1CCCCS(=O)(=O)[O-]
→ -18	-2	-9	-13	0.7	-10	-5	5	8
> Cc1noc(C)c1-c1nc(CSc2ccccc2)no1
→ 10	-18	16	10	0.8	0	-6	-2	-17
> CC(=O)N1CCN(c2ccc(S(=O)(=O)NCCN(C(C)C)C(C)C)cc2[N+](=O)[O-])CC1
→ -27	-5	-10	-13	0.0	2	-14	4	12
> COC(=O)c1sccc1NC(=O)CC1C(=O)NCCN1C(=O)Nc1cc(Cl)ccc1OC (stereo not drawn)
→ -6	-28	-8	-8	1.9	-9	-3	4	10
> CCOCCN(C(=O)COC)c1cccc(OC)c1
→ 0	-6	-9	5	-0.1	1	-2	15	-3
> O=C(O)c1cccc(N/N=C/c2sc(N3CCOCC3)nc2-c2ccccc2)c1
→ 11	-8	-12	-3	-0.3	-3	2	-3	21
> O=c1ccc(=O)n(-c2ccccc2)[nH]1
→ 12	2	-9	4	1.2	3	-5	1	0
> CCCn1c(=O)c2ccccc2n2c(SCC(=O)Nc3cc(C)on3)nnc12
→ -19	20	-3	-8	0.2	-6	-2	7	-1
> COC(=O)/C(=N\Nc1ccc(Cl)cc1)Sc1nnc(-c2ccc(OC)cc2)n1C
→ 4	-12	-5	-2	-0.3	7	-3	-2	15
> Cc1cc(F)ccc1-c1cc(C(=O)Nc2ccc(F)cc2)[nH]n1
→ 30	.	8	18	0.9	.	1	9	-16
> CCC1CCCCN1C(=O)COC(=O)c1cccs1 (stereo not drawn)
→ -7	-5	5	-11	0.1	-2	-3	2	-9
> COc1ccc(S(=O)(=O)NC(C)C)cc1C(=O)N1CCOCC1
→ -24	-14	1	7	0.9	-10	-4	1	-3
> Cc1ccccc1COn1nnc2ccc(S(=O)(=O)N3CCOCC3)cc21
→ -26	-18	-13	-1	1.8	-8	2	0	16
> O=C(O)C1CCCCC1C(=O)N1CC=C(c2ccccc2)CC1 (stereo not drawn)
→ 7	-22	2	-14	0.0	-1	-4	31	22
> Cc1ccc2[nH]c(=O)c(CN(Cc3ccco3)C(=O)CN3CCCC(C)C3)cc2c1 (stereo not drawn)
→ -4	-12	8	-17	0.2	-6	-5	0	3
> CCCC1(c2ccsc2)NC(=O)NC1=O (stereo not drawn)
→ 6	.	2	14	-0.6	.	0	0	-14
> CC(C)Nc1ccc(C(CC(N)=O)NC(=O)c2ccc(Br)cc2)cc1[N+](=O)[O-] (stereo not drawn)
→ -10	-1	-9	-10	0.7	-2	-6	15	6
> O=C(C=Cc1ccccc1)c1cccs1
→ -8	.	-15	2	1.2	.	-5	2	-6

New compounds follow
Each structure is followed by: TAAR1 antag	CHO parental Ca	CHRM1 antagonist	CHO-K1 Ca antag	M1 ag parental	OXTR potentiate	CHRM1 agonist	TAAR1 agonist	M1 PAM parental
> COc1ccc2c(c1)c(-c1csc(N)n1)c(C)n2C
→ 10	-5	-2	3	-0.4	-10	-3	-1	11
> C=C1C(=O)O[C@H]2C1CC[C@@](C)(O)C13C=CC(C)(C21)C1(C3)C(=O)O[C@@H]2C3C(C)=CCC3[C@](C)(O)C[C@H](OC(C)=O)C21 (stereo partly drawn)
→ -15	-20	-7	-7	-0.3	-4	-9	3	20
> Cc1ccc(CN(N=Nc2nonc2N)c2nonc2N)c(C)c1
→ 2	-11	-6	-7	-0.1	-19	-4	7	-10
> O=C(C1CCCCC1)N1CCN(c2ccccc2F)CC1
→ 7	-1	-10	-8	0.0	-21	0	1	15
> NS(=O)(=O)c1ccc(NC(=O)CSC2=NC(=O)C(c3ccccc3)C(=O)N2)cc1 (stereo not drawn)
→ -14	-3	-5	-13	0.3	-7	-2	4	1
> COC(=O)[C@@]12CCCN1[C@H](c1ccc(-c3ccc(OC)cc3)c(OC)c1)[C@@H]1C(=O)N(C)C(=O)[C@@H]12
→ 2	-16	-19	-18	0.1	-6	1	5	8
> CC(=O)c1cccc(NC(=O)Nc2c(C)nn(C)c2C)c1
→ -3	-3	-7	-1	0.8	-6	-3	4	25
> Cc1cccc(-c2n[nH]c(=S)n2/N=C/c2ccco2)c1
→ -3	-5	-2	-16	0.3	-6	-8	-2	24
> Cn1cc(C(=O)Nc2ccccn2)c(=O)c2ccccc21
→ -13	.	-7	2	1.0	.	-1	6	14
> Cc1ccc(Nc2nc(C)cs2)cc1
→ -15	-17	6	-1	-0.1	-8	-9	0	10
> O=C(O)CNC(=S)N(Cc1ccccc1Cl)C1CCCCC1
→ 1	-2	-7	-17	0.9	-8	-3	3	16
> O=C(Nc1ccc(S(=O)(=O)N2CCOCC2)cc1)c1ccc(Cl)cc1Cl
→ 9	-5	-14	-4	2.0	-12	-3	1	1
> O=C(CCCn1c(SCC(=O)Nc2ccccc2C(F)(F)F)nc2ccccc2c1=O)NCC1CCCO1 (stereo not drawn)
→ -1	-17	-15	-19	0.3	-5	-1	4	10
> COc1cc(CCC(=O)OCC(=O)Nc2ncc(Cl)cc2Cl)cc(OC)c1OC
→ -5	-29	2	-12	0.9	-7	-2	2	14
> CCCCN(C=O)c1c(CC)nc2ccc(C(=O)NCCN(C)C)cn12
→ -10	.	-7	-9	0.4	.	-4	2	19
> Cc1ccc(Cl)c(OCC(=O)Nc2sc(C)c(C)c2C#N)c1
→ -7	-2	3	-3	-0.2	-2	-4	1	2
> Cc1noc(C)c1COC(=O)c1ccc(F)c(S(=O)(=O)N2CCOCC2)c1
→ -37	-10	-3	6	9.0	-5	-1	1	7
> COc1ccc(OC)c(-c2cc(C(=O)N3CCN(c4ncccn4)CC3)c3ccccc3n2)c1
→ 78*	-21	26	11	5.2	-2	0	11	17
> O=C(/C=C/c1ccncc1)c1cc(Cl)ccc1O
→ -8	-16	-10	-16	0.1	-9	-1	0	5
> Cc1sc2nc(C)n(/N=C/c3ccc(O)cc3O)c(=O)c2c1C
→ -1	-6	2	7	-0.4	0	-9	1	-9

2 records drawn at random from the list so far:
Each structure is followed by: TAAR1 antag	CHO parental Ca	CHRM1 antagonist	CHO-K1 Ca antag	M1 ag parental	OXTR potentiate	CHRM1 agonist	TAAR1 agonist	M1 PAM parental
> O=C(C1CCCCC1)N1CCN(c2ccccc2F)CC1
→ 7	-1	-10	-8	0.0	-21	0	1	15
> CCCCN(C=O)c1c(CC)nc2ccc(C(=O)NCCN(C)C)cn12
→ -10	.	-7	-9	0.4	.	-4	2	19

The results go on.
Each structure is followed by: TAAR1 antag	CHO parental Ca	CHRM1 antagonist	CHO-K1 Ca antag	M1 ag parental	OXTR potentiate	CHRM1 agonist	TAAR1 agonist	M1 PAM parental
> CC(C)c1ccc(N=C(N)N=C(N)N)cc1
→ 4	-4	-5	-8	1.0	7	-5	0	4
> CC1CCN(S(=O)(=O)c2ccc(N/N=C(/C#N)C(N)=O)cc2)CC1
→ -8	-11	6	-13	1.6	-17	-1	25	19
> Cc1cccc(C)c1NC(=O)C1(C)CCC(=O)N1CCCn1ccnc1 (stereo not drawn)
→ -7	.	-5	12	0.2	.	-4	1	5
> O=C(Nc1cccc2ccccc12)c1ccco1
→ 5	.	-5	-2	0.8	.	-1	0	13
> CCN1C(=NCCc2c[nH]c3ccccc23)N[C@@H](c2ccccc2)[C@H](C(=O)OC)[C@H]1C
→ 2	-15	3	-7	-0.6	-8	-7	0	12
> O=C(CSc1nc(O)cc(=O)n1-c1ccccc1)NCc1ccccc1
→ 13	1	-4	-18	0.3	-8	0	10	13
> COc1ccc(CN2CCCCCC2)cc1OC
→ -22	2	-21	-10	-0.1	-13	-5	1	1
> CC(C)N1CCN(Cc2ccccc2-c2ccco2)CC1CCO (stereo not drawn)
→ -3	-20	-4	-3	-0.4	-2	-11	10	2
> Cc1cccc(CNC(=O)C2CCC(=O)N(C3CCCC3)C2)c1 (stereo not drawn)
→ -14	-23	-4	-4	0.3	-6	-3	1	3
> Cc1ccc(-c2ccc(C3C(C#N)=C(N)Oc4n[nH]c(C)c43)o2)cc1 (stereo not drawn)
→ 16	-6	-1	-2	0.2	-7	-2	18	-1
> Cc1c(C(=O)C(=O)N2CCCc3ccccc32)c2ccccc2n1C
→ -9	-12	-6	0	0.2	1	-3	1	-11
> COc1cc(OC)c(NC(=O)c2ccccc2F)cc1Cl
→ 3	-7	-7	-12	0.5	-4	-10	3	19
> COc1ccc(C(=O)Nc2cc([N+](=O)[O-])ccc2N2CCN(C)CC2)cc1
→ 8	-12	3	7	0.1	1	-6	1	-2
> Cc1c(Cl)cccc1NS(=O)(=O)c1cn(C)c(=O)n(C)c1=O
→ -5	-1	9	-1	1.6	1	-3	0	17
> Cc1cc(C)n(CCNS(=O)(=O)c2ccc(C)c(C)c2)n1
→ 5	12	9	-7	0.6	-1	-8	-2	-2
> CC(=O)NCCc1ccc(S(=O)(=O)N2CCOCC2)cc1
→ 5	4	-24	-4	0.2	-19	-2	10	-1
> O=C(CCN1CCOCC1)c1ccc(Cl)cc1
→ -20	-8	-4	8	0.0	-1	-3	4	0
> Cc1ccc(-n2nc(C)c3c2NC2=C(C(=O)CC(C)(C)C2)C3c2ccccc2OCC(=O)O)cc1 (stereo not drawn)
→ -44	-16	1	-8	0.1	-10	-4	-1	3
> COc1ccc(CCNC(=O)c2cc(=O)n(C)c(=O)n2C)cc1OC
→ -11	-4	-1	9	0.1	-2	-3	1	-8
> Cc1ccccc1OC(=O)C1C(c2ccccc2)C(C(=O)O)C1c1ccccc1 (stereo not drawn)
→ -10	0	-9	-6	0.1	-5	-7	6	0

(further entries)
Each structure is followed by: TAAR1 antag	CHO parental Ca	CHRM1 antagonist	CHO-K1 Ca antag	M1 ag parental	OXTR potentiate	CHRM1 agonist	TAAR1 agonist	M1 PAM parental
> COc1cc2c(cc1OC)CN(CC(=O)Nc1ccc3c(c1)OCO3)CC2
→ -18	-17	19	-3	0.7	0	-2	7	-1
> COc1cccc(NC(=O)c2ocnc2C)c1
→ -11	-10	7	1	-0.4	-5	-4	10	-2
> COC(=O)c1cn(Cc2ccccn2)c(=O)c2ccccc12
→ 9	8	-4	9	-0.1	-4	-6	3	3
> CC1(C(=O)N2Cc3ccccc3C2)CCN1C(=O)Cc1ccccc1 (stereo not drawn)
→ -33	.	-24	-17	0.8	.	-2	4	22
